MsrA inhibitor = bovine MsrA enzyme inhibitors, primary screen, biochemical, absorbance, HTS. purified bovine MsrA, absorbance read-out. inhibition, % at 15.5 µM. 0.75% of 360,000 active. AID 651718, 2012; in the data active = inhibition above about 4.5%;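 also: 0% = vehicle wells with enzyme and 100% = reference inhibitor wells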
FAS TE block = FAS thioesterase domain inhibitors, primary screen, biochemical, fluorescence intensity, uHTS. recombinant FAS-TE, OMFH fluorogenic substrate, fluorescence endpoint. inhibition, % at 15 µM. 0.67% of 360,000 active;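 active = compounds whose normalised, plate-corrected inhibition of enzyme fluorescence in the single-dose primary screen is 50% or more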;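 also: 0% = DMSO with enzyme and 100% = substrate without enzyme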
CSN inh = inhibitors of CSN-mediated cullin deneddylation, primary screen, biochemical, fluorescence polarization, uHTS | Purified CSN, SCF-Nedd8-OG deneddylation | COP9 signalosome complex subunit 5 (Homo sapiens), Q92905 | inhibition, % at 12.5 µM | 0.38% of 360,000 active;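 active = pattern-corrected inhibition above about 35%, with an unprinted fluorescence ratio check between 0.5 and 1.5, limit read from the data, passing the limit was not always enough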;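 also: 0% = enzyme with substrate and 100% = substrate without enzyme; some results filed as inactive read as strong as hits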
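Test system: purified human Csn5 enzyme expressed in HEK293T cells. Amount: 0.24 nM enzyme. Reagent: SCFSkp2-Nedd8OG substrate at 10 nM final. Schedule: 90 min incubation of compound, enzyme and substrate at room temperature. Detection: fluorescence polarization. Read-out: % inhibition of substrate cleavage by Csn5.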
MsrA act = bovine MsrA enzyme activators, primary screen, biochemical, absorbance, HTS. Methionine sulfoxide reductase A (Bos taurus). purified bovine MsrA, absorbance read-out. activation, % at 10.6 µM. 0.3% of 360,000 active. AID 602163, 2012; in the data active = activation above about 7.5%;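 also: 0% = vehicle and 100% = reference activator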
Neddyl block = inhibitors of cullin neddylation, primary screen, biochemical, TR-FRET, uHTS, NAE and Ubc12; calls only at 25 µM; 0.58% of 360,000 active; NEDD8-conjugating enzyme Ubc12 (Homo sapiens) + NEDD8-activating enzyme E1 regulatory …; in the data active = inhibition above about 36%
PABP1 MLLE inh = inhibitors of PABP1 MLLE–PAM2 peptide binding, primary screen, biochemical, fluorescence polarization, FITC-PAM2, GST-MLLE | AID 588489, 2011 | inhibition, % at 20 µM | 0.36% of 360,000 active | Polyadenylate-binding protein 1 (Homo sapiens), P11940; in the data active = inhibition above about 35%, passing the limit was not always enough;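 also: plate controls were DMSO wells with GST-MLLE for no effect and wells lacking GST-MLLE protein for full effect; some results filed as inactive read as strong as hits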
Tb MetRS inh = T. brucei MetRS inhibitors, primary screen, biochemical, luminescence | methionyl-tRNA synthetase (Trypanosoma brucei brucei) | purified T. brucei MetRS, ATP depletion, Kinase-Glo luminescence | inhibition, % at 11.9 µM | 0.4% of 360,000 active | AID 624268, 2012;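 active = inhibition above a per-plate cutoff of the control wells' mean inhibition plus 3 SD, cut at about 5.5% in these data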;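 also: 0% = DMSO wells median and 100% = median of wells with control inhibitor compound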
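Dosing: 11.9 µM single point; system: parasite MetRS enzyme; technique: luminescence of leftover ATP; times: 15 min enzyme-compound preincubation, 2 h reaction, 10 min detection, 25 °C; replicates: each compound tested once; read-out basis: percent inhibition relative to median high and low control wells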
E coli Lon inh = inhibitors of E. coli Lon protease, primary screen, biochemical, fluorescence polarization. P0A9M0. purified E. coli Lon protease. inhibition, % at 7.94 µM. 0.42% of 360,000 active; in the data active = inhibition above about 13%, passing the limit was not always enough;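 also: 0% = enzyme with probe and DMSO and 100% = no enzyme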
Rin1 Abl inh = inhibitors of Rin1-Abl protein binding, primary screen, biochemical, TR-FRET | Tyrosine-protein kinase ABL1 (Homo sapiens) + Ras and Rab interactor 1 (Homo sapiens), … | inhibition, % at 7.35 µM | 0.4% of 360,000 active; in the data active = inhibition above about 5%, passing the limit was not always enough
Target sequence (P00519 whole entry, looked up): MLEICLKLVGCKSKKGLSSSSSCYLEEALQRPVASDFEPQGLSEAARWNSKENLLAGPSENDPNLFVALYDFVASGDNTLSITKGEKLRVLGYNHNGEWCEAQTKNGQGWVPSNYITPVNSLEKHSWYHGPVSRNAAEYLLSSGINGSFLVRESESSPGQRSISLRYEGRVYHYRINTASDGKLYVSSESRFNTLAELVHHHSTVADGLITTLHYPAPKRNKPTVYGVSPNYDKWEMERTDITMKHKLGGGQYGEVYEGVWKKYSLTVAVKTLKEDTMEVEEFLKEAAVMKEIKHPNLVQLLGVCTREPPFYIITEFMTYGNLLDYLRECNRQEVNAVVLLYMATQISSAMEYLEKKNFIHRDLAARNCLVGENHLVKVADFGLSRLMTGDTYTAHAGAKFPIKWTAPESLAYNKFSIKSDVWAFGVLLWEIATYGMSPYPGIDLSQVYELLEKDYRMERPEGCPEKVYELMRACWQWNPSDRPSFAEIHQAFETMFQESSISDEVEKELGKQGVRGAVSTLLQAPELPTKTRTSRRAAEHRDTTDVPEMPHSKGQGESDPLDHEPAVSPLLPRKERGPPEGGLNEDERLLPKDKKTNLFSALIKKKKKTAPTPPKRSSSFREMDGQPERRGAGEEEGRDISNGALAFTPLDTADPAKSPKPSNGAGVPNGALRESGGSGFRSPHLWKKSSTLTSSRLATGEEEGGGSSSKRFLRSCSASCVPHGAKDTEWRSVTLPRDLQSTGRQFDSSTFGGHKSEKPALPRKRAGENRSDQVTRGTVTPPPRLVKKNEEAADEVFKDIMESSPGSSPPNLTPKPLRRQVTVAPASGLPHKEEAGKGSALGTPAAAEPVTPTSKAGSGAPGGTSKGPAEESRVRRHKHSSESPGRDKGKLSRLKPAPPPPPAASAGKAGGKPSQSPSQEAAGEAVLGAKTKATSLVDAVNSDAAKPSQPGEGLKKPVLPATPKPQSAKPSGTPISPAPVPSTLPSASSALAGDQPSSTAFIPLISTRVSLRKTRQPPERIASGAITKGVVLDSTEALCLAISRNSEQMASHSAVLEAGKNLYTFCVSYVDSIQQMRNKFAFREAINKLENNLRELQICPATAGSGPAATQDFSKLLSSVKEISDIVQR
Target sequence (Q13671 whole entry, looked up): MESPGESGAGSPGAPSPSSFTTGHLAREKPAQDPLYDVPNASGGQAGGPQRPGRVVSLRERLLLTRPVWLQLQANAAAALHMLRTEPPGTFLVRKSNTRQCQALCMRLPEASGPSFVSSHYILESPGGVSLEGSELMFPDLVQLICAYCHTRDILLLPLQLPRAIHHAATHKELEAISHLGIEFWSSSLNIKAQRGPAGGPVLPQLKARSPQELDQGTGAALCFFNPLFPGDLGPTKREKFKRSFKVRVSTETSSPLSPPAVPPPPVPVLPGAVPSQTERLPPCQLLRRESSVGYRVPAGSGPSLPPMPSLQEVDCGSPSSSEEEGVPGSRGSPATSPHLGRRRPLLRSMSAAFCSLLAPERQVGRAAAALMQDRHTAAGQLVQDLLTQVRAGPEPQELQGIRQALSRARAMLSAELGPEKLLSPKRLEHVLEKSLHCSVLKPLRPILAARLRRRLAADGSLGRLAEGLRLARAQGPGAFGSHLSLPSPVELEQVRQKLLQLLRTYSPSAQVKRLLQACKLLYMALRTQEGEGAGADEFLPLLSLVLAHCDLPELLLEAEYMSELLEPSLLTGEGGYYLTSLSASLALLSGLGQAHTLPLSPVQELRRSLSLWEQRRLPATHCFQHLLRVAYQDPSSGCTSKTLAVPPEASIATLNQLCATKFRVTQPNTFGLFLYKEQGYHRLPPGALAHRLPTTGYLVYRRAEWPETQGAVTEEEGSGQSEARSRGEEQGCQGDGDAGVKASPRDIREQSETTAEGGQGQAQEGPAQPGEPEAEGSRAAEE
* = called active by the depositor; i = inactive; . = not tested or not shown.

SMILES	MsrA inhibitor	FAS TE block	CSN inh	MsrA act	Neddyl block	PABP1 MLLE inh	Tb MetRS inh	E coli Lon inh	Rin1 Abl inh
CCOc1ccccc1C1CC(=O)NC(SCC(=O)Nc2nccs2)=C1C#N (stereo not drawn)	0.9	-8	-2	3	i	-30	0.8	-4	3
COc1cc(C2N(Cc3ccccc3)CCN2Cc2ccccc2)ccc1OC(C)=O	1.8	8	-3	-1	i	-7	-0.1	2	0
CC1CN(c2ccc(Cl)cc2[N+](=O)[O-])CCN1S(C)(=O)=O (stereo not drawn)	-0.4	-3	-1	-9	i	-3	0.1	-3	-2
COCCNc1nc(NCc2ccc(C(C)C)cc2)c2sccc2n1	-0.8	4	0	-2	i	-3	0.4	-4	-1
CCNC(=O)C1(C)CCN1CCC(=O)c1ccc(C)cc1 (stereo not drawn)	-0.8	-8	3	-8	i	3	-0.5	-2	-2
COc1ccc(/C=N/Nc2cc(N(C)C)nc(N(C)C)n2)cc1	3.1	27	-16	-4	i	25	0.0	-6	1
COC(=O)N/N=C/c1ccc([N+](=O)[O-])s1	2.1	-16	-11	-4	i	-9	-0.5	3	0
COc1ccccc1Cc1c(-c2ccc(Cl)cc2)nc2c(Cl)cc(C(F)(F)F)cn12	1.8	17	2	1	i	.	-0.8	-3	.
CCOC(=O)C1CCCN(S(=O)(=O)c2cccs2)C1 (stereo not drawn)	0.9	-2	6	-8	i	18	-1.2	-3	3
O=C(COc1ccc(Cl)cc1Cl)NN=C1c2ccccc2-c2ccccc21	0.5	-1	-2	-1	i	7	0.6	-9	-2
COc1ccc(Nc2nnc(SCC(=O)c3cc(C)n(CC4CCCO4)c3C)s2)cc1 (stereo not drawn)	0.8	7	4	-4	i	-53	-0.1	-2	-2
O=S(=O)(NC1CC1)c1ccc(S(=O)(=O)N(Cc2ccccn2)C2CCCC2)cc1	-0.7	2	4	-1	i	14	0.4	-3	-1
O=C(CCn1nc(-c2ccccc2)c2ccccc2c1=O)NN1CCOCC1	-1.4	-3	-11	-2	i	-2	-0.1	0	4
CCOCC(=O)Nc1ccc2c(c1)OCCO2	0.6	-4	2	3	i	13	-0.7	8	2
O=C(NCc1cccnc1)C1CCN(S(=O)(=O)c2cccc(C(F)(F)F)c2)CC1	-0.5	-8	0	-3	i	-6	-0.4	10	4
COc1ccc(NC(=O)Nc2nnc(C(C)(C)C)s2)cc1	-0.6	3	3	-1	i	-3	-0.2	-4	1
Cc1c(/C=N/O)c2ccccn2c1C=O	1.0	-4	1	-1	i	-4	-0.1	0	0
Cc1cccc(N=Nc2c(C)c(C#N)c(O)[nH]c2=O)c1	-0.1	-51	28	-3	i	-51	0.0	-17	1
CSC1=N/C(=C\C=C\c2cccs2)C(=O)S1	0.6	-8	20	-3	i	-40	-0.5	-31	2
COc1ccc(NC(=O)c2cc(C3CCCCN3C(=O)OCCF)on2)c(C)c1 (stereo not drawn)	-0.2	2	-3	-1	i	4	0.1	0	-4
CCOc1ccc(NC(=O)c2cc3ccccc3cc2OC)cc1	-0.6	15	-9	-12	i	-7	-0.9	-4	1
O=C(NCCN1CCOCC1)c1cc(-c2ccc(Cl)s2)nc2ccccc12	2.5	-2	2	-3	i	9	-0.5	9	-1
O=C(O)c1cccnc1SCC(=O)C12CC3CC(CC(C3)C1)C2	-0.1	-5	5	-3	i	0	0.2	-5	3
O=C(NCCOc1ccc(F)cc1)C1CCC(=O)N(CCCN2CCCC2=O)C1 (stereo not drawn)	-0.1	-4	-5	-1	i	-9	0.9	-9	1
COC(=O)C1CCN(C(=O)c2oc3c(Cl)cc(C)cc3c2C)CC1	-0.2	15	-3	-3	i	10	-0.2	-4	3
COc1cc(NC(=O)c2onc(C)c2Cl)c(OC)cc1Cl	0.3	-2	0	-2	.	4	-0.4	-3	-1
CCCCCn1nc(C(=O)N(CC(C)C)c2c(N)n(CCCC)c(=O)[nH]c2=O)c2ccccc2c1=O	-0.7	0	2	0	i	10	0.0	-8	-1
CC(C)(C)CC(C)(C)N=C1NS(=O)(=O)c2cc([N+](=O)[O-])ccc21	0.0	6	-7	2	i	-1	0.4	1	2
COC(=O)CCC(=O)Nc1cccc(C(=O)Nc2cccc(Cl)c2)c1	1.1	-6	1	-9	i	9	-1.3	-1	0
CCCS(=O)(=O)N1CCCC(C(=O)Oc2ccc(Cl)cc2)C1 (stereo not drawn)	-0.8	5	4	0	i	3	0.6	-13	0
CC(C)CNS(=O)(=O)c1ccc(OCC(=O)Nc2ccc3c(c2)OCCO3)cc1	1.6	1	4	0	i	6	-0.7	15	-2
CCOC(=O)C1(C)CCCN(C(=O)c2cc(F)ccc2C)C1 (stereo not drawn)	-0.8	-8	3	-1	i	2	-0.2	-2	-3
CCN(CC)C(=O)C1CCN(Cc2cn(C)nc2-c2ccc(Oc3ccccc3)cc2)CC1	0.1	-2	1	-2	i	1	-0.3	-5	0
O=C(CSc1nnc2ccc(-c3ccncc3)nn12)c1cccs1	-0.1	-2	2	-1	i	-68	-1.0	1	-6
Cc1cc(=O)n2nc(N3CCCC(C(=O)NC4CCC(C)CC4)C3)sc2n1 (stereo not drawn)	-0.2	-1	-1	-11	i	8	-0.7	8	2
COc1ccc(-c2nnn(CC(=O)Nc3ccc4c(c3)OCCO4)n2)cc1OC	.	-8	-3	-6	i	-10	-0.5	-4	2
COc1ccc(S(=O)(=O)N2CCOCC2)cc1NC(=O)CSc1cccc[n+]1[O-]	-1.9	-6	0	-1	i	-18	0.6	-5	-4
Cc1onc(C(=O)/C=C/N(C)C)c1C(=O)Nc1nccs1	0.4	-2	-2	-3	i	-5	-1.5	12	0
CCN(Cc1ccccc1)C(=O)c1cccs1	0.9	-4	1	-2	i	0	0.1	-6	0
O=C(CS(=O)(=O)Cc1ccccc1)Nc1ccccc1Cl	1.0	-11	-6	0	i	8	0.4	-10	0

Some entries already given, showing only Neddyl block:
structure | Neddyl block
Cc1onc(C(=O)/C=C/N(C)C)c1C(=O)Nc1nccs1 | i
CCN(Cc1ccccc1)C(=O)c1cccs1 | i
CCOC(=O)C1(C)CCCN(C(=O)c2cc(F)ccc2C)C1 (stereo not drawn) | i

Some of the entries so far, with two lines to a compound.
Order of values: MsrA inhibitor	FAS TE block	CSN inh	MsrA act	Neddyl block	PABP1 MLLE inh	Tb MetRS inh	E coli Lon inh	Rin1 Abl inh
Cc1onc(C(=O)/C=C/N(C)C)c1C(=O)Nc1nccs1
  0.4	-2	-2	-3	i	-5	-1.5	12	0
CCN(Cc1ccccc1)C(=O)c1cccs1
  0.9	-4	1	-2	i	0	0.1	-6	0

Later entries.
SMILES	MsrA inhibitor	FAS TE block	CSN inh	MsrA act	Neddyl block	PABP1 MLLE inh	Tb MetRS inh	E coli Lon inh	Rin1 Abl inh
COc1ccccc1C1C(C(=O)c2cc3ccccc3o2)=C(O)C(=O)N1CCN(C)C (stereo not drawn)	0.9	-3	-2	-8	i	3	0.9	-11	1
CCc1nnc(NC(=O)CSc2nnc(C(C)NC(=O)c3ccccc3F)n2C)s1 (stereo not drawn)	3.2	-4	1	-1	i	-4	-0.2	-6	1
CS(=O)(=O)c1ccc(C(=O)N2CCN(Cc3ccccc3)CC2)cc1	-0.8	-6	-2	-3	i	-21	0.4	-6	0
O=C(NCCC1=CCCCC1)C1CCN(S(=O)(=O)N2CCCC2)CC1	2.1	2	0	2	i	2	0.1	7	1
CC(OC(=O)c1cccc(S(=O)(=O)Nc2cccc(C(F)(F)F)c2)c1)C(=O)Nc1ccc2c(c1)OCCO2 (stereo not drawn)	0.1	19	-9	4	i	2	0.0	0	-6
COC(=O)c1cccc(-n2sc3ccccc3c2=O)c1	1.2	-14	-6	11*	i	28	-0.1	16	3
Cc1cc(C)c(C)c(S(=O)(=O)NCC(=O)N2CCCC2)c1C	-1.8	-10	3	-3	i	-8	-0.2	-4	0
CCN(C1=NS(=O)(=O)c2ccccc21)N(CC)S(=O)(=O)c1ccc(C)cc1	0.8	34	-3	3	i	-1	0.2	-6	-2
CC(C)n1nc(C(=O)Nc2nnc(SCc3c(Cl)cccc3Cl)s2)c2ccccc2c1=O	-1.4	24	1	-2	i	-26	0.5	1	2
C=CC[C@H](CC(=O)OC(C)(C)C)C(=O)OC[C@H]1CCCN1C(=O)[C@@H](CC=C)CC(=O)N(CCO)Cc1ccccc1	-1.2	2	-3	0	i	-7	-0.4	-7	1
CCCc1c(C(=O)N/N=C/c2cccc3ccccc23)nnn1-c1nonc1N	2.0	-2	-2	-2	i	2	0.0	3	1
CCn1c(SCC(=O)N(C)C2CCS(=O)(=O)C2)nnc1-c1ccccc1 (stereo not drawn)	0.0	-2	-5	-2	i	-3	-0.7	-4	3
CCOc1ccc2nc(N3CCCC(C(=O)NC4CCCC4)C3)sc2c1 (stereo not drawn)	-0.2	4	0	-5	i	8	-0.5	-8	2
O=C(NC1CC1)C1=C[C@@H](c2coc3ccccc3c2=O)C[C@@H](OCc2ccc(CO)cc2)O1	-0.7	2	7	3	i	2	0.0	-23	0
O=C(CN1CCN(c2ccccc2)CC1)N1N=CCC1c1ccccc1 (stereo not drawn)	-0.4	-5	-1	-13	i	-5	-1.0	-11	-1
CC(C)C(=O)NNC(=O)c1csc(-c2cccs2)n1	1.9	-7	0	-4	i	13	-0.4	25*	-4
C/C(=N\Nc1ccc(F)cc1)c1ccncc1	0.4	-5	-1	-3	i	-7	0.9	6	-2
CCCN(CCC)CCCNC(=S)Nc1ccc2nc(N3CCCC3)cc(C)c2c1	0.0	-5	2	-2	i	-29	-1.1	0	0
Cc1cc(Cn2ccnc2)c(C)c([N+](=O)[O-])c1Cn1ccnc1	-0.6	-1	3	-3	i	5	-0.6	-4	1
CC(c1ccccc1)N1C(=O)OC(C)(C)C1(C)O (stereo not drawn)	-0.1	-7	5	-6	i	11	-0.6	4	1
CC(=O)C1=C(O)C(=O)N(c2cccc(C(=O)O)c2)C1c1ccc(F)cc1 (stereo not drawn)	2.0	-11	2	-9	i	-12	-1.1	4	-1
Cc1nn(CC(=O)NCc2ccccn2)c(C)c1[N+](=O)[O-]	-0.2	-3	-2	-1	i	-1	0.0	-9	-1
CCOc1ccc(NC(=O)Cc2ccc(S(=O)(=O)N3CCOCC3)s2)cc1OCC	2.0	-1	3	-8	i	4	-0.7	0	2
Cc1cccc(N(C(=O)CCC(=O)Nc2cc(C)on2)C(C(=O)NC2CCCC2)c2ccccc2)c1 (stereo not drawn)	-0.7	0	2	1	i	3	-0.1	7	1
CCn1cc(NC(=O)Nc2ccc(OC)c(OC)c2)c(C(N)=O)n1	1.8	-6	0	-2	i	0	0.0	-4	3
O=C1NCCN(C(=O)CCc2nnc(-c3ccsc3)o2)C1c1ccc(F)cc1 (stereo not drawn)	-0.2	-6	0	-8	i	7	-0.9	1	2
COC(=O)c1c(NC(=O)CC2SC(N)=NC2=O)sc2c1CCC(C(C)(C)C)C2 (stereo not drawn)	0.1	5	-15	-8	i	-4	-1.1	-10	-1
Cc1cc(C)n(CCCNC(=O)c2cc(COc3ccc(C)c(C)c3)on2)n1	-0.2	0	-5	1	i	-3	-0.1	3	-1

Assay outcomes as filed in PubChem BioAssay.
